# Assay outcomes deposited in PubChem by NMMLSC.
# LAP4-GFP MLPCN: yeast TOR pathway LAP4-GFP modulation; S. cerevisiae LAP4-GFP multiplex, flow cytometry GFP, 3 h; median GFP as percent of DMSO wells; GFP response vs DMSO, % at 10 µM; 320,000 tested, 0.34% active;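 active = GFP response vs DMSO above a set limit, about the screen mean plus 3 SD, cut at about 150% in these data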
# MEP2-GFP yeast: modulators of TOR pathway MEP2-GFP in S. cerevisiae; S. cerevisiae MEP2-GFP strain, flow cytometry GFP, 3 h; 100% = DMSO control level; GFP response vs DMSO, % at 10 µM; 330,000 tested, 0.51% active; AID 2016;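 active = GFP response versus DMSO above a set limit, roughly screen mean plus 3 SD, cut at about 180% in these data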;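 also: median GFP fluorescence of the barcode-gated MEP2-GFP cells per well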
# GRK2 aptamer HTS: human GRK2 inhibition via aptamer displacement. bead flow cytometry, FAM-aptamer displacement from GRK2. AID 488847. 330,000 tested, 0.59% active. P25098. inhibition of aptamer binding, % at 10 µM;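 active = inhibition of aptamer binding above 40%, roughly 3 SD of noise, on plates passing a quality check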;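 also: median bead fluorescence of bound FAM aptamer so fluorescent compounds give negative values; no value below 0 was filed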
# Target sequence (P25098 whole entry, looked up): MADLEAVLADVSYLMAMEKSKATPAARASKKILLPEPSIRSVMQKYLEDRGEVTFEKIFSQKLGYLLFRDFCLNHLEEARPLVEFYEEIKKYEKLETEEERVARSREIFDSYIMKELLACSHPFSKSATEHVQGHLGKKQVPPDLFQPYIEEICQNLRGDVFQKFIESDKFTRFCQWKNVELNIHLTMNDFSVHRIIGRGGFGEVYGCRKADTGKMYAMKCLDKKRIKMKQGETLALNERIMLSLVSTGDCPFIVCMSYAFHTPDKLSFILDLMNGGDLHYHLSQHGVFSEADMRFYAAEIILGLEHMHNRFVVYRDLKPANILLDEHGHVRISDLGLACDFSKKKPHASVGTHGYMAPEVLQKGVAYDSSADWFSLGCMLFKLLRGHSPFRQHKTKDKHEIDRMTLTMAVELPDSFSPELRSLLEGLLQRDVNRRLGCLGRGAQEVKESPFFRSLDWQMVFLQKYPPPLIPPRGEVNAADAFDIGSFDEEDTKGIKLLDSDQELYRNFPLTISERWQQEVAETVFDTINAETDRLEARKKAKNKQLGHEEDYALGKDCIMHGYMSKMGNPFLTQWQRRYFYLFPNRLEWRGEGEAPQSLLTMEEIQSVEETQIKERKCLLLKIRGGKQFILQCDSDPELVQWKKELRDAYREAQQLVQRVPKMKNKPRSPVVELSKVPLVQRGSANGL
# RPL19A-GFP yeast: modulators of TOR pathway RPL19A-GFP in S. cerevisiae; S. cerevisiae RPL19A-GFP strain, flow cytometry, 3 h; stronger effect = lower value; percent response vs DMSO, % at 10 µM; 330,000 tested, 0.3% active; AID 2025;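 active = percent response vs DMSO below 50%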;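 also: median channel GFP fluorescence of the barcoded RPL19A-GFP strain; ratio of sample median GFP to plate DMSO average so 100% = DMSO; lower means less RPL19A-GFP as with rapamycin TOR inhibition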
# CR mimetic SO: caloric restriction mimetics inhibiting age-related superoxide in yeast; S. cerevisiae aged cells, superoxide DHE fluorescence; stronger effect = lower value; superoxide response (% of plate mean), % at 10 µM; 330,000 tested, 0.18% active; AID 2690;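 active = superoxide response under a set limit, about three screen SD below normal, cut at about 65% in these data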;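 also: yeast aged for seven days with compound at 30 °C before DHE staining; 100% = average MFI of all compound-treated wells on the plate with controls excluded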
# VLA-4 inh: inhibition in a human VLA-4 binding assay; 330,000 tested, 0.2% active; P13612; AID 2557; VLA-4 expressing cells, ligand binding flow cytometry; inhibition, % (about 7 µM as worked out from the volumes in the protocol); in the data active = inhibition above about 50%
# AGP1-GFP MLPCN: alters AGP1-GFP fluorescence in TOR pathway yeast screen | 320,000 tested, 0.02% active | GFP response vs DMSO, % at 10 µM | AID 2066 | S. cerevisiae AGP1-GFP multiplex flow cytometry, 3 h; GFP as percent of DMSO wells;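 active = GFP response relative to DMSO above a set limit, near screen average plus 3 SD, cut at about 150% in these data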;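 also: median GFP channel fluorescence of the gated AGP1 strain per well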
# CIT2-GFP yeast: alters CIT2-GFP fluorescence in TOR pathway yeast screen; AID 2029; S. cerevisiae CIT2-GFP strain, flow cytometry, 3 h; 100 means same as DMSO wells; GFP response vs DMSO, % at 10 µM; 320,000 tested, 0.065% active;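 active = GFP response relative to DMSO above a set limit, near the screen mean plus 3 SD, cut at about 150% in these data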;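 also: ratio of well median GFP fluorescence to mean of DMSO wells on the plate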
# * marks the source's active call; other numbers are inactive results; x = not tested or not shown.
Structure,LAP4-GFP MLPCN,VLA-4 inh,CR mimetic SO,RPL19A-GFP yeast,AGP1-GFP MLPCN,GRK2 aptamer HTS,CIT2-GFP yeast,MEP2-GFP yeast
COc1ccc(OC(C)C(=O)NC2CCCCCCC2)cc1 (stereo unspecified),126,-6,100,96,97,0,90,133
NC(=O)C1CCN(C(=O)c2ccc3c(=O)n(Cc4ccco4)c(SCc4ccc([N+](=O)[O-])cc4)nc3c2)CC1,95,12,102,99,93,0,99,100
Cn1c(=O)oc2cc(S(=O)(=O)NCCN3CCCCCC3)ccc21,77,14,100,95,103,0,88,88
Cc1cc(NS(=O)(=O)c2ccc(NC(=S)NC(=O)/C=C/c3ccccc3)cc2)no1,97,0,96,107,104,0,107,105
COc1cccc2[nH]c3c(Cl)ncnc3c12,94,9,106,104,105,0,104,104
CC(=O)Nc1ccc(C(=O)OCc2ccc(Br)cc2)cc1,104,4,102,104,94,x,97,102
C=CCSC1=N/C(=C\c2ccsc2)C(=O)S1,96,-14,104,90,99,2,111,101
c1ccc(-c2csc(=Nc3cccnc3)n2CC2CCCO2)cc1 (stereo unspecified),94,-3,95,108,101,1,102,106
Cc1cc(C)nc(NS(=O)(=O)c2ccc(NC(=O)C3(c4ccccc4)CCCC3)cc2)n1,88,5,102,99,92,0,94,98
CN(C)S(=O)(=O)c1cccc(NC(=O)CCc2nc3cc(S(=O)(=O)N4CCOCC4)ccc3n2C)c1,103,-1,105,106,116,0,103,105
CN(C)S(=O)(=O)c1cccc(NC(=O)C2CCN(S(=O)(=O)c3cccs3)CC2)c1,97,0,82,91,99,0,92,91
O=C(O)c1cccc(Nc2ccnc(Nc3cccc(C(=O)O)c3)n2)c1,108,1,89,93,110,0,110,94
Cc1ccc(C(c2c(C)[nH][nH]c2=O)c2c(C)[nH][nH]c2=O)cc1[N+](=O)[O-],91,6,118,104,95,1,100,102
COc1ccc(N(C(=O)C2CSC(=O)C2)C(C(=O)NC(C)(C)C)c2ccncc2)cc1 (stereo unspecified),108,-3,95,98,103,0,98,96
COc1cccc(CN(C)Cc2c(O)ccc3ccccc23)c1,94,0,124,101,107,0,105,97
O=C(COC(=O)c1cc(Cl)ccc1[N+](=O)[O-])NC1CC1,84,1,122,98,80,0,77,89
CCOC(=O)c1c(N)c(C#N)c2n1CCCC2,104,-2,99,103,110,0,107,101
O=C(CN1C(=O)COc2ccccc21)NCCCN1CCN(c2ccccc2F)CC1,98,-2,113,103,101,2,96,106
CCN1/C(=C/c2cccc[n+]2C)Sc2ccc(OC)cc21,106,-284,85,113,98,1,110,124
Cc1nccc(-c2cccc(NC(=O)Nc3ccc(Cl)cc3)c2)n1,120,0,95,100,111,0,104,104
Nc1c(-c2ccccc2)cnn1C1CCS(=O)(=O)C1 (stereo unspecified),99,18,103,93,96,0,103,103
COc1ccccc1/C=N/Nc1cc(C)nc(N2CCOCC2)n1,106,4,86,99,107,1,95,101
Cc1cc(C(=O)Nc2cc(C(F)(F)F)ccc2N2CCOCC2)no1,102,-3,99,104,93,7,97,102
CC(C)n1c2ccccc2c2nnc(SCC(=O)OCN3C(=O)c4ccccc4C3=O)nc21,106,10,94,98,102,10,96,98
CN(c1ccccc1)S(=O)(=O)c1ccc(Cl)c(C(=O)NCC(c2ccco2)N2CCCC2)c1 (stereo unspecified),95,6,94,94,98,0,101,96

# Another view of part of the listing above:
CCN1/C(=C/c2cccc[n+]2C)Sc2ccc(OC)cc21
  LAP4-GFP MLPCN = 106
  VLA-4 inh = -284
  CR mimetic SO = 85
  RPL19A-GFP yeast = 113
  AGP1-GFP MLPCN = 98
  GRK2 aptamer HTS = 1
  CIT2-GFP yeast = 110
  MEP2-GFP yeast = 124

Cc1nccc(-c2cccc(NC(=O)Nc3ccc(Cl)cc3)c2)n1
  LAP4-GFP MLPCN = 120
  VLA-4 inh = 0
  CR mimetic SO = 95
  RPL19A-GFP yeast = 100
  AGP1-GFP MLPCN = 111
  GRK2 aptamer HTS = 0
  CIT2-GFP yeast = 104
  MEP2-GFP yeast = 104

# Compounds listed so far with an NH in an aromatic ring:
Structure,LAP4-GFP MLPCN,VLA-4 inh,CR mimetic SO,RPL19A-GFP yeast,AGP1-GFP MLPCN,GRK2 aptamer HTS,CIT2-GFP yeast,MEP2-GFP yeast
COc1cccc2[nH]c3c(Cl)ncnc3c12,94,9,106,104,105,0,104,104
Cc1ccc(C(c2c(C)[nH][nH]c2=O)c2c(C)[nH][nH]c2=O)cc1[N+](=O)[O-],91,6,118,104,95,1,100,102

# More results:
Structure,LAP4-GFP MLPCN,VLA-4 inh,CR mimetic SO,RPL19A-GFP yeast,AGP1-GFP MLPCN,GRK2 aptamer HTS,CIT2-GFP yeast,MEP2-GFP yeast
Cc1cc(OC(=O)c2ccccc2Br)c([N+](=O)[O-])c(=O)[nH]1,104,27,89,99,105,3,105,108
CC(CNC(=O)c1cc(COc2c(F)cccc2F)on1)c1ccccc1 (stereo unspecified),90,-1,113,116,98,4,115,108
CCCOc1ccc(C2C(C#N)=C(N)Oc3nc[nH]c(=O)c32)cc1OC (stereo unspecified),95,-5,96,96,98,0,98,93
Cc1nc(SCC(=O)NCC2CCCO2)c2c3c(sc2n1)CCC3 (stereo unspecified),76,-3,100,106,94,1,101,101
CC(OC(=O)c1cc2ccccc2[nH]1)C(=O)N(C)c1ccccc1 (stereo unspecified),95,6,103,95,94,3,93,97
O=C(COc1ccccc1)NC(=S)N1CCc2ccccc21,93,7,96,98,86,0,95,97
Cc1cc(C)cc(C(=O)Nc2ccc3[nH]c(=O)[nH]c3c2)c1,95,4,100,100,102,1,98,99
O=C(CC(C(=O)O)c1ccc(Cl)cc1)c1ccc(Cl)c(Cl)c1 (stereo unspecified),89,26,117,108,102,1,101,100
COc1ccc(NC(=O)CSCC(=O)Nc2ccccc2N2CCCC2)cc1,108,2,99,97,106,2,91,96
CC1CCN(CC(=O)Nc2nn(-c3ccccc3)nc2C(N)=O)CC1,95,-3,88,104,104,1,102,107
CC(C)CN1CCN=C1Nc1ccccc1,105,19,103,96,81,0,65,95
CC1CCN(C(=O)C(NS(=O)(=O)c2cccc3nsnc23)C(C)C)CC1 (stereo unspecified),89,-3,97,96,95,1,99,101
Cc1n[nH]c(C)c1S(=O)(=O)N1CCOCC1,108,14,107,96,98,2,97,100
Nc1c(C(=O)CSc2nccn2-c2ccc(Cl)cc2)c(=O)[nH]c(=O)n1C1CC1,107,-4,99,97,96,1,89,97
O=C1Nc2ccc(Br)cc2/C1=C/C1CC=CCC1 (stereo unspecified),192*,0,80,79,90,0,97,91
CSCCC(NS(=O)(=O)/C=C/c1ccccc1)C(=O)NCCc1ccc(S(N)(=O)=O)cc1 (stereo unspecified),101,11,100,99,99,0,102,99
CN(CC(=O)NCC(c1ccco1)N1CCCCC1)S(=O)(=O)c1ccc(Cl)cc1 (stereo unspecified),114,3,102,103,110,0,95,100
O=C(CN1C(=O)C2CC=CCC2C1=O)NCC(=O)Nc1ccc(F)c(F)c1F (stereo unspecified),116,11,91,104,120,0,114,104
C=C(Br)CN1[C@@H](Cc2ccccc2)[C@H](O)[C@@]23C=C[C@@H](C[C@@H]2S1(=O)=O)O3,95,-18,102,95,93,0,86,90
CC(=O)Nc1nc(NC(=O)/C=C/c2ccccc2)n(-c2ccccc2)n1,101,26,110,101,108,5,104,108
Cc1ccc(C)c(S(=O)(=O)C(C#N)c2nc3ccccc3nc2N2CCCC2)c1 (stereo unspecified),105,-190,90,108,108,0,113,108
CN1CCCC(OC(=O)c2cc(Br)ccc2Cl)C1 (stereo unspecified),89,15,106,88,88,2,89,97
Cc1nccn1CCc1nc(N)nc(N)n1,113,3,105,102,104,0,99,105
Cc1cc(C)n(CCNS(=O)(=O)c2ccccc2)n1,101,1,94,101,104,1,103,104
Cc1ccc(S(=O)(=O)n2ccc(OC(=O)c3cccs3)n2)cc1,117,-8,94,103,88,3,80,90
CC(NC(=O)Nc1cccc([N+](=O)[O-])c1)(C(F)(F)F)C(F)(F)F,93,1,124,96,99,0,95,98
NC(=S)NC1CCS(=O)(=O)C1 (stereo unspecified),105,-11,117,108,103,2,100,95
Cc1cc(NCCCn2ccnc2)n2nc(C)c(-c3ccccc3)c2n1,108,9,101,98,102,0,97,102
O=C(N/C(=C/c1ccco1)C(=O)N1CCCCCC1)c1cccs1,106,12,91,101,103,1,99,118
CC(=O)N1N=C(C)CC1c1ccc(OCc2ccccc2)cc1 (stereo unspecified),97,-4,97,106,99,19,102,107
O=S(=O)(Nc1ccc(-c2ccc3nncn3n2)cc1)c1cc(F)ccc1F,98,3,96,98,102,0,105,103
COc1ccc(CCN(C)C2CCCN(C(=O)CCSC)C2)cc1OC (stereo unspecified),81,5,94,97,15,2,107,97
NS(=O)(=O)OCc1ccc(C(F)(F)F)cc1,109,36,103,96,78,1,68,91
N#CC(c1ccc(Cl)nn1)c1ccccc1Cl (stereo unspecified),103,0,104,99,107,0,106,109
COc1ccc(C2C(C#N)=C(C)NC3=C2C(=O)c2ccccc23)cc1 (stereo unspecified),102,47,122,95,95,0,93,100
CCCCNC(=O)c1ccccc1NC(=O)c1ccc2c(c1)OCO2,97,5,94,108,106,3,102,119
Cn1c(SCC(=O)Nc2ccc(Cl)cc2F)nnc1-c1ccco1,110,-5,96,102,99,0,109,97
COC(=O)c1ccccc1NC(=O)c1c(O)c2c([nH]c1=O)CCCC2,103,4,124,104,105,0,100,99
CCCc1nnc(SCC(=O)N2CCCC(C)C2)n1CCCOC (stereo unspecified),107,-5,121,107,107,0,105,95
O=C(Nc1nccs1)c1cccnc1,89,6,91,100,103,0,105,102
Nn1c(SCC(=O)N2CCOCC2)nnc1-c1cccnc1,104,-7,93,97,94,2,95,96
COc1ccccc1N(Cc1ccccc1)S(=O)(=O)c1cccc(C(=O)Nc2ccc(C(C)=O)cc2)c1,103,14,92,106,106,2,112,99
C=CCn1c(SCC(=O)N2CCOCC2)nc2sc(C)c(C)c2c1=O,101,-2,98,103,110,2,108,102
Fc1ccc(NC(=S)N2N=CCC2c2ccccc2)cc1 (stereo unspecified),92,7,89,99,101,0,100,106
Cn1nc(C(F)(F)F)cc1C(=O)NC1CCCCCC1,102,7,86,98,102,0,104,104
c1ccc(-c2ccc3c(n2)CCCO3)cc1,102,3,93,102,90,0,100,89
O=C1C2ON(c3ccccc3)C(c3cccnc3)C2C(=O)N1c1ccc(Cl)c(Cl)c1 (stereo unspecified),101,5,105,98,96,3,86,103
CC(C)(C)OC(=O)N1CCC(C(=O)N[C@H](C(=O)O)c2ccccc2)(c2ccccc2)CC1,97,-7,90,104,94,7,97,98
CCOC(=O)c1[nH]ncc1CN1CCCC(C(=O)c2cc(Cl)ccc2OC)C1 (stereo unspecified),103,-6,86,106,104,1,104,114
CCN(CC)CCn1c(=N)n(CC(=O)c2ccc(Br)s2)c2ccccc21,118,0,99,109,115,0,104,105

# Later entries:
Structure,LAP4-GFP MLPCN,VLA-4 inh,CR mimetic SO,RPL19A-GFP yeast,AGP1-GFP MLPCN,GRK2 aptamer HTS,CIT2-GFP yeast,MEP2-GFP yeast
CCOC(=O)c1c(S(=O)(=O)NCC(=O)Nc2ccccc2)c(C)n(C)c1C,90,1,100,93,95,0,97,121
CCOc1ccc(Br)cc1S(=O)(=O)Nc1cccc(S(=O)(=O)NC2=NCCC2)c1,111,0,86,98,102,0,95,97
CCOc1c(Cl)cc(CNCC(O)c2ccccc2)cc1OC (stereo unspecified),96,-1,89,102,99,2,98,106
S=C(NNC(=S)Nc1ccccc1)Nc1ccccc1,95,-4,102,104,99,3,101,112
CCOC(=O)C1CCN(C(=O)/C=C/c2ccccc2OC)CC1,91,-10,90,89,91,0,101,90
CCOc1ccc(C2c3c(oc4ccccc4c3=O)C(=O)N2CCCN2CCOCC2)cc1 (stereo unspecified),105,-1,109,96,96,0,95,102

# Rows were taken by chance; overall some 1.7% were active at least once.
